Assay outcomes deposited in PubChem BioAssay by several laboratories.
Efflux pump inh = inhibitors of Candida efflux pumps in yeast, primary screen, S. cerevisiae, Nile Red, multiplex; S. cerevisiae Candida pump triplex; inhibition, % at 10 µM; AID 485275, 2010; actives 0.44% (n = 330,000);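 active = plate passing quality check with inhibition over a set limit, or well fluorescence over plate mean plus 4 SD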;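 also: Nile Red retained in pooled yeast measured as flow cytometry median fluorescence; 0% = buffer negative control and 100% = Enniatin B positive control; higher means more Nile Red kept so more efflux inhibition; some compounds called inactive have numbers as strong as hits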
GLD-1 TGE inh = GLD-1/TGE RNA complex disruptors, primary screen, biochemical, fluorescence polarization. Female germline-specific tumor suppressor gld-1 (Caenorhabditis elegans), Q17339. purified GLD-1 + fluorescein TGE RNA. inhibition, % at 5.96 µM. actives 0.44% (n = 320,000). AID 2280, 2010;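 active = percent inhibition above a per-plate cutoff, the plate mean of test compounds plus 3 SD, cut at about 30% in these data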;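 also: 0% = DMSO wells with GLD-1 and probe and 100% = wells lacking GLD-1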
Bcl-xL primary = inhibitors of human Bcl-xL, primary screen, biochemical, fluorescence polarization, HTS; Bcl-2-like protein 1 (Homo sapiens), Q07817; GST-Bcl-xL / FITC-Bim BH3 peptide fluorescence polarization; inhibition, % at 10.9 µM; actives 0.7% (n = 320,000); AID 2129, 2009;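 active = inhibition above the mean of all tested compounds plus 3 SD, cutoff set per campaign, cut at about 30% in these data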;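 also: 0% = DMSO wells and 100% = unlabeled Bim-BH3 peptide competitor; inhibitors lower millipolarization by displacing the labeled peptide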
Target sequence (Q07817 whole entry, looked up): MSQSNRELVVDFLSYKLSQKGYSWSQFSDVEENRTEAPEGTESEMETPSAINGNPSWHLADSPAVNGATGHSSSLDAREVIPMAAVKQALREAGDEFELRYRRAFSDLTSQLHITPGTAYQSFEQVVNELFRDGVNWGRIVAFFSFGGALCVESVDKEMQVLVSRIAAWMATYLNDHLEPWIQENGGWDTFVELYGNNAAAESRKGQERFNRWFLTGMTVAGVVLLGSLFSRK
ZTA counter = ZTA (EBV) inhibition in EBNA-1 counter-screen. AID 2234. ZTA-DNA binding, fluorescence polarization. actives 0.15% (n = 320,000). inhibition, % at 11 µM. P03206; in the data active = inhibition above about 33%
Target sequence (P03206 whole entry, looked up): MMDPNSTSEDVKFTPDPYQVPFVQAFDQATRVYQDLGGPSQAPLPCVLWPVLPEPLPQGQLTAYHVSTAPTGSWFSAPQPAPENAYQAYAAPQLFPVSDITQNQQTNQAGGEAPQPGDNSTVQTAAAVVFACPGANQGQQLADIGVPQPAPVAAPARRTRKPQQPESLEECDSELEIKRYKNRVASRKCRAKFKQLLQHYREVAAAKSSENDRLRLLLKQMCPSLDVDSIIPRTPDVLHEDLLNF
MCL1-BIM inh = inhibitors of MCL1 binding to BIM-BH3, primary screen, biochemical, fluorescence polarization; Induced myeloid leukemia cell differentiation protein Mcl-1 (Homo sapiens), Q07820; GST-MCL1 / FITC-Bim-BH3 fluorescence polarization; inhibition, % at 10.9 µM; actives 0.68% (n = 320,000);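 active = inhibition above the mean inhibition of all tested compounds plus 3 SD, set per campaign, cut at about 40% in these data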;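 also: 0% = DMSO wells and 100% = unlabeled Bim-BH3 peptide control; higher means more loss of mP so more displacement of Bim peptide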
Target sequence (Q07820 whole entry, looked up): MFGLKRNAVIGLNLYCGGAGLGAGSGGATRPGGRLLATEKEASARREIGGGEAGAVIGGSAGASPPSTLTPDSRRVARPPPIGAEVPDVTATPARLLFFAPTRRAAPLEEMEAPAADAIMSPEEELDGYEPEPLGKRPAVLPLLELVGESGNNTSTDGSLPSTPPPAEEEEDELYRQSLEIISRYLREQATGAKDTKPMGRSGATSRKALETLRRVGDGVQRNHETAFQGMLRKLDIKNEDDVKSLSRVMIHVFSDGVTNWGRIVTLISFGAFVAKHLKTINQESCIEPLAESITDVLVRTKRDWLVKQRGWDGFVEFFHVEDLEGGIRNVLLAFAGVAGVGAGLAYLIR
EBNA-1 inhibitor = EBNA-1 DNA-binding inhibitors, primary screen, biochemical, fluorescence polarization; inhibition, % at 14.8 µM; actives 0.34% (n = 300,000); AID 1950, 2009; in the data active = inhibition above about 28%
Yeast superoxide = reduction of superoxide in aged yeast, primary screen, HTS; S. cerevisiae aged cells, superoxide DHE fluorescence; active compounds read low; superoxide response (% of plate mean), % at 10 µM; actives 0.18% (n = 330,000);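 active = superoxide response under a set limit, about three screen SD below normal, cut at about 65% in these data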;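 also: yeast aged for seven days with compound at 30 °C before DHE staining; 100% = average MFI of all compound-treated wells on the plate with controls excluded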
MEX-5 binding = MEX-5 zinc finger RNA-binding disruptors – biochemical, C. elegans, fluorescence polarization, MLPCN library, primary screen | Zinc finger protein mex-5 (Caenorhabditis elegans), Q9XUB2 | MEX-5/FITC-TCR2 RNA binding; active compounds read low | activity score (negative = inhibition of binding), % at 10 µM | actives 0.38% (n = 300,000);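 active = inhibition past about -25% in most replicates, and total fluorescence under double the plate's negative control median, limit read from the data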;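 also: 0% = DMSO and -100% = 5 µM competing unlabeled TCR2 RNA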
Fam108B counter = mouse Fam108B serine hydrolase inhibitors, primary screen, counter-screen for RBBP9 inhibitor project, biochemical, fluorescence polarization. inhibition, % at 9.51 µM. actives 0.33% (n = 300,000). recombinant Fam108B, FP-Rh probe fluorescence polarization. AID 1947, 2009;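 active = inhibition above the screen mean inhibition plus 3 SD, computed separately per campaign, cut at about 18% in these data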;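 also: inhibitors lower polarization as less probe binds the enzyme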
* = called active by the depositor; · = not tested or not shown.

Structure	Efflux pump inh	GLD-1 TGE inh	Bcl-xL primary	ZTA counter	MCL1-BIM inh	EBNA-1 inhibitor	Yeast superoxide	MEX-5 binding	Fam108B counter
Cc1cccc(Nc2ncnc3onc(-c4cccc(Cl)c4)c23)c1C	-0.1	0	0	8	1	4	91	-1.4	5
CSc1ccc(CN2CCCC(N3CCN(c4ccccc4)CC3)C2)cc1 (stereo not drawn)	0.0	-2	-5	-28	2	-12	105	1.2	2
O=C(c1cccc(Br)c1)N1CCN(C(=O)N2CCCCC2)CC1	0.1	3	7	17	5	2	110	1.7	-2
O=C(NCc1ccccn1)C1CCN(S(=O)(=O)N2CCC3(CC2)OCCO3)CC1	0.4	-1	-1	-15	3	-9	103	-1.2	3
COC(=O)c1[nH]c2c(c1C)C(=O)CC(c1cccs1)C2 (stereo not drawn)	-0.1	4	2	-14	-1	-2	104	-1.9	0
CCCS(=O)(=O)N1CCC(C(=O)NCc2ccccc2Cl)CC1	0.1	0	2	3	4	-5	87	·	4
COc1ccc(OC)c(NC(=O)c2ccc(CSc3nnc(C)s3)cc2)c1	-0.1	4	0	1	-2	11	100	1.9	-1
COc1ccc(/C=C/C(=O)NC(=S)NCC2CCCO2)cc1 (stereo not drawn)	-0.3	9	4	2	8	11	84	0.1	6

Given field by field: 4 of the compounds above.
> COC(=O)c1[nH]c2c(c1C)C(=O)CC(c1cccs1)C2 (stereo not drawn)
  Efflux pump inh: -0.1	GLD-1 TGE inh: 4	Bcl-xL primary: 2	ZTA counter: -14	MCL1-BIM inh: -1	EBNA-1 inhibitor: -2	Yeast superoxide: 104	MEX-5 binding: -1.9	Fam108B counter: 0

> CCCS(=O)(=O)N1CCC(C(=O)NCc2ccccc2Cl)CC1
  Efflux pump inh: 0.1	GLD-1 TGE inh: 0	Bcl-xL primary: 2	ZTA counter: 3	MCL1-BIM inh: 4	EBNA-1 inhibitor: -5	Yeast superoxide: 87	MEX-5 binding: ·	Fam108B counter: 4

> COc1ccc(OC)c(NC(=O)c2ccc(CSc3nnc(C)s3)cc2)c1
  Efflux pump inh: -0.1	GLD-1 TGE inh: 4	Bcl-xL primary: 0	ZTA counter: 1	MCL1-BIM inh: -2	EBNA-1 inhibitor: 11	Yeast superoxide: 100	MEX-5 binding: 1.9	Fam108B counter: -1

> COc1ccc(/C=C/C(=O)NC(=S)NCC2CCCO2)cc1 (stereo not drawn)
  Efflux pump inh: -0.3	GLD-1 TGE inh: 9	Bcl-xL primary: 4	ZTA counter: 2	MCL1-BIM inh: 8	EBNA-1 inhibitor: 11	Yeast superoxide: 84	MEX-5 binding: 0.1	Fam108B counter: 6

(continued)
Structure	Efflux pump inh	GLD-1 TGE inh	Bcl-xL primary	ZTA counter	MCL1-BIM inh	EBNA-1 inhibitor	Yeast superoxide	MEX-5 binding	Fam108B counter
Cc1cc(C)cc(Nc2nc3ccccc3c(=O)[nH]2)c1	-0.3	-1	4	4	6	0	95	1.6	-6
Cn1cccc1Cc1nnc(SCC(=O)NCC2CCCO2)n1-c1ccc(F)cc1 (stereo not drawn)	0.1	0	-2	0	-2	-5	103	3.2	4
C/C(=N\NC(=O)CSCc1ccc(Cl)cc1)c1ccc(NC(=O)c2ccccc2)cc1	-0.1	3	-1	3	5	5	103	0.4	-3
O=C(COC(=O)c1ccc(F)c(S(=O)(=O)N2CCOCC2)c1)Nc1ccc2[nH]c(=O)[nH]c2c1	0.4	-1	-13	2	-15	·	94	·	·
Cc1ccc(NC(=O)CSc2n[nH]c(C)c2[N+](=O)[O-])cc1C	0.1	-13	-1	-3	-4	2	98	0.8	-4
CCOC(=O)C1CCCN(c2c(N3CCN(C4CCCCC4)CC3)c(=O)c2=O)C1 (stereo not drawn)	-0.1	11	2	-1	-2	-12	102	-2.8	-2
COc1ccc(N2CCN(c3cc(=O)n(Cc4ccc(F)cc4)c(=O)[nH]3)CC2)cc1	0.5	0	7	-10	6	-4	107	·	2
CCN(CC(=O)Nc1ccc(NC(C)=O)cc1)C(=O)c1cc(-c2ccccc2)nn1-c1ccccc1	0.1	3	1	-2	-2	-2	97	1.3	2
O=C(O)c1cc(S(=O)(=O)Nc2ccc(N3CCCCC3)cc2)ccc1Cl	0.1	10	6	-3	2	-2	92	0.5	-2
COc1ccc(C(C)(C)C)cc1NC(=O)CCN1C(=O)C2CCCCC2C1=O (stereo not drawn)	-0.1	5	2	4	5	·	89	·	·
O=c1cc(CN2CCN(c3ccccc3)CC2)nc2scc(-c3ccccc3)n12	0.2	2	1	-1	4	-3	100	-0.5	0
Cc1ccc(C)c(N2CC(=O)N(c3cc(C)ccc3C)CC2=O)c1	-0.1	2	3	7	-4	3	95	0.9	-1
COn1c(-c2ccc(Cl)cc2)nc2ccc(Cl)cc21	0.0	4	4	-2	1	5	103	-2.0	0
O=C(CCCOc1ccccc1)N1CCN(S(=O)(=O)c2ccc(Cl)cc2)CC1	0.0	1	4	-10	4	5	97	-0.5	-4
CC(C)(C)c1ccc(C(=O)Nc2ccc(S(=O)(=O)Nc3cnc4ccccc4n3)cc2)cc1	-0.1	6	3	15	-2	8	107	2.7	-2
c1ccc(-c2c(-c3ccccc3)n(Cc3ccco3)c3ncnc(NCCCn4ccnc4)c23)cc1	0.2	4	5	-3	6	-6	110	36	3
COCCCNC(=O)CSc1nc2ccccc2c(=O)n1CCCC(=O)NCC1CCCO1 (stereo not drawn)	0.2	1	1	8	-1	9	108	0.5	-6
CC(C)(C)C(=O)CSc1ncnc2c1cnn2Cc1ccccc1	0.0	-3	1	17	-3	13	92	-0.1	-4
Fc1ccc(NC(=S)NCc2ccccn2)cc1	0.0	-2	1	3	3	-6	92	2.1	-1
O=C(c1ccc(C(F)(F)F)cc1)C1CCCN(C(=O)CN2CCCC2=O)C1 (stereo not drawn)	-0.2	9	3	1	-5	2	88	3.5	-2
O=C(CCn1nnc2ccccc21)Nc1nnc(Cc2ccccc2)s1	0.2	3	4	15	6	2	114	-0.3	-2
Cc1ccc(N=C2C(=S)N(c3ccc(C)cc3)C(=N)N2/N=C/c2ccc(Cl)cc2)cc1	-0.1	0	1	4	9	0	106	0.4	1
O=C1CCCN1C(=O)CSc1ccc2ccccc2n1	-0.1	-2	6	8	6	·	77	·	·
COc1cccc(C(=O)NNC(=O)c2sccc2-n2cccc2)c1	0.2	2	-11	-2	-7	-14	139	0.0	-5

New compounds follow
Value order – Efflux pump inh | GLD-1 TGE inh | Bcl-xL primary | ZTA counter | MCL1-BIM inh | EBNA-1 inhibitor | Yeast superoxide | MEX-5 binding | Fam108B counter
CN(CCCC1CCCC1)C(=O)c1cc(COc2c(F)cccc2F)on1
  0.0 | 1 | 4 | 5 | 4 | -7 | 104 | 1.6 | 4
O=C(Cc1ccc([N+](=O)[O-])cc1)NCc1ccccc1Cl
  0.5 | 1 | 1 | -6 | 2 | -4 | 114 | 0.7 | 3
CCOC(=O)C1(CC)NC(c2ccco2)C2C(=O)N(C)C(=O)C21 (stereo not drawn)
  0.0 | 4 | 7 | -10 | 4 | -13 | 102 | 1.9 | -6
CCc1nnc(N/N=C/c2c(F)cccc2Cl)n1N
  0.0 | 1 | -9 | -17 | -2 | -12 | 98 | 0.7 | 3
Cc1ccnc(N2C(=O)c3ccccc3C2O)c1 (stereo not drawn)
  -0.1 | 8 | 4 | 2 | -1 | 6 | 104 | 1.9 | -5
Cc1c(CN(C)C(=O)c2nn(C)cc2[N+](=O)[O-])cnn1C
  -0.3 | -3 | 2 | -8 | 0 | 12 | 95 | 3.4 | -5
CCN(CC)S(=O)(=O)c1ccc(N2CCCC2)c(C(=O)OCC(=O)/C(C#N)=C(\C)N)c1
  0.1 | -5 | -1 | 7 | -1 | 4 | 103 | 1.2 | 2
Cn1c(N)c(C(=O)COC(=O)CNC(=O)c2ccccc2Cl)c(=O)n(C)c1=O
  0.0 | 8 | 2 | -5 | 4 | · | 90 | · | ·
O=C(/C=C/c1ccccc1)NCCc1nc2ccccc2[nH]1
  0.0 | 3 | 3 | -8 | -1 | 3 | 95 | 1.4 | 0
COc1ccc(CCN2CNc3c(c(=O)n(C)c(=O)n3C)C2)cc1OC
  -0.1 | 3 | -1 | -4 | -7 | -5 | 102 | 1.5 | -1
CCCCn1c(N)c(N(CC)C(=O)c2cc3c(s2)CCCCC3)c(=O)[nH]c1=O
  0.0 | -3 | 1 | -12 | 4 | -5 | 83 | 0.5 | -2
Cc1occc1C(=O)NNC(=O)c1ccccc1[N+](=O)[O-]
  -0.2 | 3 | -3 | 1 | 3 | -14 | 97 | -1.4 | 1
O=C(C[n+]1cccc(Br)c1)c1cccs1
  0.0 | 6 | 3 | 6 | 10 | -11 | 101 | -0.4 | 0
COC(=O)c1c(-c2c(Cl)cccc2Cl)noc1C(=O)NN
  0.0 | 5 | 3 | 13 | 3 | -1 | 96 | 1.4 | 2
Cc1cc(C)c2c(-n3cccc3)nn(C)c2n1
  0.1 | 5 | 4 | 8 | 3 | -2 | 115 | 2.9 | -4
CCN(CC(=O)NCc1cccs1)S(=O)(=O)c1ccc(C(C)C)cc1
  0.0 | -14 | 0 | -9 | -7 | 3 | 113 | 2.6 | -6
COc1cc(O)c(C(CC(=O)N2CCCCC2)c2ccc3c(c2)OCO3)c(OC)c1 (stereo not drawn)
  0.1 | 5 | 4 | 18 | 5 | -1 | 101 | -2.3 | 3
O=c1c(O)c(-c2cc(O)c(O)c(O)c2)oc2cc(O)cc(O)c12
  0.0 | 1 | 19 | -5 | 40 | 7 | 115 | · | 31*
COc1ccc(-c2nnn(-c3cc(Cl)cc(Cl)c3)c2N)cc1
  0.1 | 9 | -1 | 6 | 0 | 5 | 99 | -0.8 | 3
Cc1cc(C)cc(NC(=O)CCc2c(C)nn(-c3ccc(N4CCCCC4)nn3)c2C)c1
  0.1 | 0 | 4 | 7 | 5 | 3 | 95 | 0.2 | 0
CCOc1ccc(Nc2cc(=O)oc3ccccc23)cc1
  0.0 | 7 | 0 | 0 | -4 | -15 | 94 | -2.9 | -7
Nc1cc(N)nc(SCC(=O)N2CCN(S(=O)(=O)c3ccccc3)CC2)n1
  -0.2 | 3 | 3 | -9 | 7 | -5 | 97 | -2.2 | 0
CCOC(=O)C1CCCN(C(=O)c2cc3c(C)nc4ccccc4c3o2)C1 (stereo not drawn)
  -0.2 | -5 | 0 | 13 | -1 | 8 | 84 | -1.4 | 5
CCc1cccc(C)c1NC(=O)CC(C)(C)CC(=O)O
  0.1 | 3 | 5 | -14 | 9 | -15 | 103 | 2.2 | -2
CCOc1ccc(N(CC)C(=O)CCS(=O)(=O)c2cccc3nonc23)cc1
  0.0 | 4 | 7 | 5 | 6 | -3 | 90 | -1.2 | -1
CC(C(=O)Nc1ccccc1)C(=O)Nc1ccccc1
  0.7 | -8 | 1 | -8 | -2 | -17 | 91 | 1.5 | 4
COc1ccc(NC(=O)COC(=O)CNC(=O)c2cc(OC)c(OC)c(OC)c2)cc1
  -0.1 | -3 | 7 | 15 | 2 | -5 | 105 | 3.5 | 2
CN(CC(=O)Nc1ccccc1C(F)(F)F)C(=O)CCc1nc2sc3c(c2c(=O)[nH]1)CCCC3
  -0.1 | -5 | 3 | 7 | 5 | 4 | 99 | -0.6 | -5
COc1ccc(CCC(=O)Nc2cc(Cl)ccc2OC)cc1
  0.0 | 10 | 8 | -11 | 1 | 9 | 107 | -1.1 | -6
